Vif-A3G inh = blocks the Vif interaction with human APOBEC3G. actives 0.076% (n = 410,000). Q9HC16. HeLa A3G-eYFP + Vif (tagged APOBEC3G with the HIV-1 protein that degrades it), YFP fluorescence, overnight. Potency, µM (series often up to 46.1 µM), for inactives: at the top dose activity, negative = active, actives largely listed as inhibitors;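 also: potency is read from the fitted curve at half-maximal effect; % is scaled to controls: 0 for no effect and ±100 for the full control effect; nearly all actives have a fitted effect of over 60% in size; hits raise eYFP signal because A3G escapes Vif-driven loss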
Target sequence (Q9HC16 whole entry, looked up): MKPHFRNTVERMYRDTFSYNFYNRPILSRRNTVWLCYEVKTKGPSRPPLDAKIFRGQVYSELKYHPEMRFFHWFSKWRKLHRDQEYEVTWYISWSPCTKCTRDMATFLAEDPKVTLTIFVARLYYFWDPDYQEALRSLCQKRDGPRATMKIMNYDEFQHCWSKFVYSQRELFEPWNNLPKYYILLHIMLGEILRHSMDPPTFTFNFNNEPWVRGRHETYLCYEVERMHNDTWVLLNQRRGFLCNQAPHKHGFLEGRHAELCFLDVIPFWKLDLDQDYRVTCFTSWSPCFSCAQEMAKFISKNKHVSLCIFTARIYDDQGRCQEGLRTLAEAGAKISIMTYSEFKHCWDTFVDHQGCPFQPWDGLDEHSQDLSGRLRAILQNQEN
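HeLa cells stably expressing Vif and C-terminally eYFP-tagged A3G, seeded overnight at 37 deg C, then exposed to compound by pintool overnight at 37 deg C. Rise in yellow fluorescence (Ex 488/Em 500-530, Acumen) marks blocked Vif-driven A3G degradation.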
TrxR1 substrate = is turned over as a substrate by rat TrxR1; actives 0.01% (n = 390,000); AID 588456; purified TrxR1 substrate turnover, NADPH consumption readout; O89049; Potency, µM (highest dose often 114 µM), for the others: at the highest dose activity change, negative = substrate turnover; also: potency is read from the fitted curve at half-maximal effect; % is scaled to controls: 0 for no effect and ±100 for the full control effect; nearly all actives have a fitted effect of over 50% in size
Target sequence (O89049 whole entry, looked up): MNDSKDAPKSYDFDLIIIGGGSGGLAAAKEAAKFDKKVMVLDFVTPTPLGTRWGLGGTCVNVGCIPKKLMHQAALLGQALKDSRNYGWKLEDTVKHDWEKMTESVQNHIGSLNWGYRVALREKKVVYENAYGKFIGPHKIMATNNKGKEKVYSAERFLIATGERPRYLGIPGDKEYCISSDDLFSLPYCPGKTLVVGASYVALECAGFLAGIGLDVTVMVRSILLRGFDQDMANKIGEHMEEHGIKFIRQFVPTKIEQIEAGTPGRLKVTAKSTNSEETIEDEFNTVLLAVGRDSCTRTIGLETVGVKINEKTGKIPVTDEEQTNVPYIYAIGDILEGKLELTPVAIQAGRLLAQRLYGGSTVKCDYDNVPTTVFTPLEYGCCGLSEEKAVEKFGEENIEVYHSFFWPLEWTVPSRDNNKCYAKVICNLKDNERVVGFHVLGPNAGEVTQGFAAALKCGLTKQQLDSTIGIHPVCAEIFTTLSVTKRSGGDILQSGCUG
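Rat TrxR1, dispensed at 90 nM, was prereduced with 400 uM NADPH (final) for 5 min at ~22 deg C, then incubated with compound 15 min before 400 uM selenite. A first-read NADPH fluorescence drop versus no-compound background flagged substrates.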
Glioma ERSR ind = inducers of ER stress response in human glioma cells. U87-MG GRP78 promoter luciferase reporter, 16 h. Potency, µM, for the others: top-dose activation, usual class: activators. actives 0.02% (n = 420,000). AID 602332; also: potency is read from the fitted curve at half-maximal effect; series mostly up to about 76 µM; % of control where 0% means no effect; nearly all actives have a fitted effect of over 35% in size
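Stably transfected U87-MG glioma cells carrying a GRP78-based luciferase sensor; 16 h compound incubation. Luminescence end-point read 10 min after Bright-Glo addition at room temperature.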
PI4K2A block = PI4K2A (human) kinase inhibition. AID 1346378. purified PI4K2A, ADP-Glo luminescence, 1 h; active compounds read low. activity change, negative = inhibition, % at 76.9 µM. actives 0.13% (n = 420,000). Q9BTU6; in the data active = activity change below about -50%; inconclusive = mostly about -30% to -49%;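 also: -100% = wells without enzyme as full effect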
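Compounds are screened against recombinant PI4K2A using PI as substrate and ATP, the latter dispensed at 300 microM. Reactions run one hour at ambient temperature before ADP-Glo detection; full inhibition defined by wells lacking enzyme.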
Vif-A3F inh = blocks the Vif interaction with APOBEC3F; HeLa A3F-eYFP + Vif (tagged APOBEC3F with the HIV-1 protein that degrades it), YFP fluorescence increase; Potency, µM (doses to about 46.1 µM), inactives show at the top dose activity, negative = active; actives 0.2% (n = 390,000); also: potency is read from the fitted curve at half-maximal effect; % of control where 0% means no effect; nearly all actives have a fitted effect of over 65% in size
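HeLa cells stably expressing Vif plus C-terminally eYFP-tagged A3F were seeded, incubated overnight at 37 deg C, dosed with compound, incubated overnight again at 37 deg C. Yellow fluorescence (Ex 488/Em 500-530) reported blocked Vif-mediated A3F-eYFP degradation.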
USP1 inh = inhibitors of human USP1/UAF1 deubiquitinase; recombinant USP1/UAF1, Ub-Rhodamine cleavage fluorescence; Potency, µM (highest dose often 57.1 µM), for the others: top-dose activity change, negative = inhibition, hits mostly inhibitors; actives 0.23% (n = 390,000); AID 743255; also: potency is read from the fitted curve at half-maximal effect; % is scaled to controls: 0 for no effect and ±100 for the full control effect; nearly all actives have a fitted effect of over 60% in size; inactives centre near -12
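Step one: compound is pinned into 1nM USP1/UAF1 in HEPES pH 7.8 buffer with TCEP. Step two: 15 min room-temperature incubation. Step three: Ub-Rho (150nM final) starts cleavage, tracked by fluorescence over six one-minute reads.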
RXFP1 ag = agonists of human relaxin receptor RXFP1; Potency, µM (titrated, usually from 57.5 µM), for the others: at the top dose activation, most hits filed as activators; actives 0.3% (n = 370,000); AID 2676; HEK293T-RXFP1 cAMP TR-FRET, 30 min; response scale: percent of porcine relaxin response, buffer zero; also: potency is read from the fitted curve at half-maximal effect; % is scaled to controls: 0 for no effect and ±100 for the full control effect; nearly all actives have a fitted effect of over 60% in size; many of its hits are not listed in these tables
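HEK293 cells stably expressing RXFP1, treated 30 min at 37C with compounds plus PDE4 inhibitor Ro 20174; cAMP measured by HTRF TR-FRET. Normalized to buffer and 29 nM porcine relaxin; EC50 by Hill fit.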
LDHA inh = blocks human lactate dehydrogenase A; P00338; purified LDHA, NADH/diaphorase-resazurin fluorescence; active compounds read low; activity change, % (values are at about 110 or 230 µM); actives 0.15% (n = 480,000); AID 1347041; in the data active = activity change below about -30%; inconclusive = mostly about -25% to -30%;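 also: plate controls were DMSO wells for no effect and wells without enzyme for full effect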
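Resorufin fluorescence (ex540/em590), read at 0 and 20 min after diaphorase/resazurin addition, reports the NADH left after a 5 min room-temperature reaction of 2 nM human LDH5 with 0.06 mM NADH and 0.2 mM pyruvate.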
IDH1 R132H inh = human IDH1 R132H inhibition. IDH1-R132H enzyme, NADPH consumption, diaphorase/resazurin fluorescence. Potency, µM (highest dose often 76.6 µM), for inactives: top-dose activity change, negative = inhibition, usual class: inhibitors. AID 602179. actives 0.093% (n = 390,000). O75874; also: potency is read from the fitted curve at half-maximal effect; % is scaled to controls: 0 for no effect and ±100 for the full control effect; nearly all actives have a fitted effect of over 65% in size
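IDH1-R132H (0.5 ug/mL dispensed) in pH 7.5 Tris buffer was preincubated 30 min with compound, then given a substrate mix of 0.016 mM NADPH and 2 mM alpha-KG for 80 min at room temperature; remaining NADPH was read by diaphorase/resazurin fluorescence.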
The depositor's hits bear a star; u = inconclusive; x = not tested or not shown; & = joins results of further samples; [ ] = another dose, or the depositor's remark. Unless noted, calls follow the shape of the dose curve; as a rule, active = well fitted curve in the direction sought with a large enough effect; inconclusive = small, poorly fitted or top-dose-only effect, or another doubt; inactive = no such curve, though single readings can be large; an effect the other way counts as inactive or inconclusive.

SMILES	Vif-A3G inh	TrxR1 substrate	Glioma ERSR ind	PI4K2A block	Vif-A3F inh	USP1 inh	RXFP1 ag	LDHA inh	IDH1 R132H inh
NC(=O)c1ccc(N2CCNC(=O)C2)c([N+](=O)[O-])c1	0%	-10%	-5%	8	-8%	2%	-3.9%	-9	-9%
CC(C)c1ccc(NC(=O)CSc2nc3ccsc3c(=O)n2Cc2ccc(C(=O)O)cc2)cc1	3%	-13%	-3%	4	-2%	-4%	-0.3%	-6	-7%
Cc1c(C(=O)NC(C)C)sc2ncn(CC(=O)N3CCC(C)CC3)c(=O)c12	0%	3%[57.1 µM]	-3%	-5	-7%	-9%	1.4%	-1	3%
COC(=O)c1ccc(NC(=S)Nc2ccc3ccccc3c2)cc1	-15%	13%	-4%	-6	-10%	-21%	1.6%	10	12%
Cc1cc2oc(C(=O)NCc3ccncc3)c(C)c2cc1C	6%	16%	-3%	7	0%	-19%	-0.9%	-1	2%
Cc1nc2c3cc(Cl)ccc3n(CCN3CCCCC3)c2s1	-14%	6%	-4%	-4	-17%	-10%	2.8%	0	2%
CCN(CC(=O)Nc1c(F)cccc1F)C(=O)c1ccc(OCC(=O)N2CCOCC2)c(OC)c1	-2%	-7%[57.1 µM]	-5%	3	4%	0%	x	-1	13%
COc1ccc2c(C)c(CC(=O)N3C[C@H]4C[C@@H](C3)c3cccc(=O)n3C4)c(=O)oc2c1OC	1%	30%	-3%	5	-10%	-17%	2.6%	1	-9%
CCC(=O)Nc1nnc(-c2ccc(OC)cc2)o1	-3%	1%	0%	2	-11%	1%	0.1%	-1	11%
Cc1cc(C)c(S(=O)(=O)c2cc(F)ccc2C)c(=O)[nH]1	1%	0%	0%	-4	-14%	-13%	1.1%	-6	5%
O=C(c1nc2ncccn2n1)N1CCc2ccccc2C1	-2%	4%[57.1 µM]	-2%	-2	1%	3%	2.9%	-14	1%
COc1cc(/C=N/NC(=O)CC2C(=O)NN=C2C)ccc1O (centres undefined)	0%	-1%	0%	3	11%	-12%	-0.1%	0	-2%
c1ccc(-c2nnsc2-c2ncc[nH]2)cc1	-7%	6%[57.1 µM]	-9%	-4	-20%	6%	-0.2%	-9	17%
COc1ccc(C2=NOC(C(=O)NCc3cccnc3)C2)cc1OC (centres undefined)	u	-1%	2%	2	10%	-11%	-2.0%	-9	-19%
CN(C)c1ccc(C=O)c(F)c1	2%	-18%	-2%	x	x	x	x	-3	x
Cc1cc(Br)ccc1SCC(=O)OCC(=O)c1c(N)n(C)c(=O)n(C)c1=O	2%	1%	-1%	1	11%	-20%	u	1	8%
CCc1ccc2c(c1)c1nc(C)sc1n2CC(=O)OC	2%	5%	-2%	5	-3%	-14%	3.3%	2	4%
CC(=O)NC(c1ccccc1)c1nc(-c2csc3ccccc23)cs1 (centres undefined)	-10%	x	-1%	-3	x	x	x	-3	x
O=C(NCc1ccc(F)cc1)c1ccc2c(c1)N(Cc1c(F)cccc1Cl)C(=O)CS2	-4%	9%[2.29 µM]	-3%	-1	-1%	u	-0.3%	-11	-7%
COC(=O)c1ccc(NC(=O)CCS(=O)(=O)c2ccc(C)cc2)cc1	1%	0%	-6%	-3	-3%	-12%	-1.0%	-1	1%
C/C(Cn1nc([N+](=O)[O-])cc1C)=N\NC(=O)COc1ccc(Cl)cc1Cl	-2%	-3%	-5%	2	0%	-13%	0.7%	-4	-4%
CCC(c1nnnn1-c1ccc(OC)cc1)N1CCN(C/C=C/c2ccccc2)CC1 (centres undefined)	-1%	x	-6%	4	x	x	x	-1	x
CC(=O)C1=C(O)C(=O)N(c2ccc(Br)cn2)C1c1ccc(F)cc1 (centres undefined)	4%	-2%[57.1 µM]	5%	5	0%	-8%	u	-8	-4%
CC(C)Cc1ccc(CN2C(C)C(=O)N(Cc3cn(Cc4ccco4)nn3)CCS2(=O)=O)cc1 (centres undefined)	-13%	x	2%	-17	x	x	x	-4	x
Nn1c(Cc2ccccc2)nc2ccccc2c1=O	2%	10%[57.1 µM]	-2%	-2	-2%	-12%	x	-3	0%
CCC(=O)OCC(=O)C1(OC(=O)CC)[C@H](C)C[C@H]2[C@H]3[C@H]([C@@H](O)C[C@@]21C)[C@@]1(C)C=CC(=O)C=C1C[C@H]3Cl (some centres undefined)	-1%	-12%	1%	4	2%	-12%	-0.3%	-8	17%
COc1ccccc1C(O)P(=O)(OCC(C)C)c1ccc(N(C)C)cc1 (centres undefined)	-6%	7%	2%	-5	9%	-7%	1.0%	2	-9%
Cc1cccc2cc(CN(CC3CCCO3)C(=O)c3cccnc3)c3nnnn3c12 (centres undefined)	1%	12%[57.1 µM]	0%	-8	1%	-2%	5.6%	-2	4%
COC(=O)c1ccccc1NC(=O)CSc1nc2nc(C)cc(C)n2n1	2%	8%	-1%	-4	0%	-15%	-1.2%	-2	0%
CC(Nc1nc(-c2cccnc2)nc2ccccc12)c1ccccc1 (centres undefined)	-16%	x	-3%	-3	-6%	-30%	x	0&-2	8%
CCN1C2=NCCCN2c2cc(C)c(C)cc21	2%	3%[57.1 µM]	-1%	2	4%	8%	-1.1%	-2	3%
COc1ccc(N(C(=O)C2CSC(=O)C2)C(C(=O)NC(C)(C)C)c2ccncc2)cc1 (centres undefined)	1%	-4%	3%	-1	-7%	2%	-2.4%	-2	6%
COc1ccc(/C=C(/C#N)c2nc(-c3cc4ccccc4oc3=O)cs2)cc1	2%	-4%	-2%	2	2%	-2%	29%	3	22%
CCN(Cc1ccccc1)S(=O)(=O)c1ccc(S(=O)(=O)N2CCN(C)CC2)cc1	2%	-4%	-4%	-9	1%	-22%	0.6%	0	4%
CCOC(=O)c1c(N)n(-c2cc(C)cc(C)c2)c2nc3ccccc3nc12	-3%	23%	-3%	4	-5%	-22%	0.3%	-4	27%
CCC(=O)Nc1ccc(N/C(N)=N/c2nc(C)cc(C)n2)cc1	1%	-1%	-1%	2	3%	2%	-0.2%	-3	-10%
O=S(=O)(NCCNS(=O)(=O)c1ccccc1)c1ccccc1	0%	7%[57.1 µM]	1%	-4	-6%	-9%	1.5%	-3	0%
Cc1ccc(C(=O)NC(=S)N2CCN(C(=O)OC(C)(C)C)CC2)cc1Br	-2%	0%	-1%	4	-18%	-5%	1.1%	-11	-2%
COC(=O)CN1C(c2ccc(OC)cc2)=Nc2ccc(Cl)cc2C1c1ccccc1 (centres undefined)	0%	-1%	-1%	21	-16%	-14%	-2.1%	-1	-8%
COc1ccc(Nc2cc(C(=O)NCCCN(C)Cc3ccccc3)c3ccccc3n2)cc1OC	1%	-1%[57.1 µM]	-2%	0	-3%	11%	0.5%	3	17%
CC(=O)Nc1ccc(NS(=O)(=O)Cc2ccccc2)cc1	3%	-13%	-4%	2	-1%	-1%	1.2%	-5	0%
O=C1NC(c2ccccc2OC(F)F)Oc2ccccc21 (centres undefined)	-7%	13%[57.1 µM]	-4%	7	u	5%	2.5%	-2	-3%
CCN(CC)CCN1C(=O)C(=O)/C(=C(/O)c2ccc(S(=O)(=O)N3CCOCC3)cc2)C1c1ccc(C(C)(C)C)cc1 (centres undefined)	1%	-4%	1%	0	10%	u	1.9%	-1	7%
NS(=O)(=O)c1ccc(NC(=S)N2CCCC2)cc1	3%	0%	-2%	-3	-1%	-2%	-1.0%	-8	7%
Cc1ccccc1C(=O)Nc1c(C)nc2ccccn2c1=O	4%	-2%[57.1 µM]	-2%	-12	5%	-21%	1.6%	-8	-14%
CC(C)(C)NC(=S)NNC(=O)c1cccc(Br)c1	2%	3%	8%	2	-4%	-23%	0.1%	-4	2%
COC(=O)/C=C1\SC(=NC(=O)c2cccc(Cl)c2)NC1=O	0%	6%[57.1 µM]	-2%	6	-10%	-5%	0.9%	-5	8%
CCC1CN(C(=O)N2CCC(C(=O)N3CCN(c4cc(C)ccc4C)CC3)CC2)c2ccccc2O1 (centres undefined)	0%	4%[11.4 µM]	-2%	-1	-3%	-11%	2.1%	-4	-1%
COc1ccc(-c2c(C#Cc3ccsc3)c3cc(-c4ccc5[nH]ccc5c4)ccc3n2C)cc1	-7%	21%[57.1 µM]	-2%	-3	-1%	-22%	0.9%	-12	-8%
NS(=O)(=O)c1ccc(CNC(=O)C(c2ccccc2)c2ccccc2)cc1	1%	-6%[57.1 µM]	-4%	-1	11%	-19%	-0.1%	6	5%
CC1(C)CC(N2CCN(Cc3ccccc3)CC2)=CC(=[N+]2CCCCC2)C1	-3%	-15%	-5%	-2	-9%	-5%	1.3%	-43*	5%
COCCn1c(N)c(Sc2ccccc2[N+](=O)[O-])c(=O)[nH]c1=O	6%	-6%[57.1 µM]	-1%	-6	-6%	-14%	-2.7%	-1	0%

Molecules above that contain a furan ring, fused or not (two):
SMILES	Vif-A3G inh	TrxR1 substrate	Glioma ERSR ind	PI4K2A block	Vif-A3F inh	USP1 inh	RXFP1 ag	LDHA inh	IDH1 R132H inh
Cc1cc2oc(C(=O)NCc3ccncc3)c(C)c2cc1C	6%	16%	-3%	7	0%	-19%	-0.9%	-1	2%
CC(C)Cc1ccc(CN2C(C)C(=O)N(Cc3cn(Cc4ccco4)nn3)CCS2(=O)=O)cc1 (centres undefined)	-13%	x	2%	-17	x	x	x	-4	x

Screening results deposited in PubChem by National Center for Advancing Translational Sciences (NCATS).

Some of the compounds tested (hit frequency here may not be typical).
